Tau fibril FP – inhibitors of human tau fibril formation. K18 P301L tau heparin fibrillization, Alexa594 FP, 6 h. Potency, µM (series often up to 57.7 µM), without a hit: at the highest dose activity, negative = inhibition, hits mostly inhibitors. hit rate 0.39% among 280,000; further: nearly all actives have a fitted effect of over 55% in size
Target sequence (P10636 561-689 P618L limits assumed): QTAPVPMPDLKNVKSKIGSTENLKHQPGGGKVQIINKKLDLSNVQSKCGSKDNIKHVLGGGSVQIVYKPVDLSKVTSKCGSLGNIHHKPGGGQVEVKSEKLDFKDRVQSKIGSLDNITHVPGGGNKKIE
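Quantitative HTS format: compounds meet 15 uM recombinant K18 P301L tau and Alexa 594-tau tracer in 100 mM sodium acetate pH 7; 20 uM heparin triggers fibrillization at 37 C over 6 hr; FP gives the signal.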
Tau ThT inhib – inhibitors of human tau fibril formation, thioflavin T binding | P10636 | recombinant tau K18 P301L (four-repeat tau fragment), heparin-induced fibrillization, ThT fluorescence | Potency, µM (doses to about 57.4 µM), inactives show at the top dose activity, negative = inhibition, actives largely listed as inhibitors | hit rate 2.1% among 270,000; further: nearly all actives have a fitted effect of over 55% in size
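Aggregation was driven by heparin (20 uM final) acting on recombinant tau […] bearing P301L in 100 mM sodium acetate pH 7; fibrils were detected with Thioflavin T.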
RECQ1 inh – blocks DNA unwinding by human RECQ1; P46063; RECQ1 DNA unwinding, red fluorescence kinetic read; Potency, µM (highest dose often 57.3 µM), for the others: at the highest dose activity, negative = inhibition, actives largely listed as inhibitors; hit rate 0.54% among 240,000; AID 2549;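 further: plate controls were vehicle for no effect and no enzyme for full effect; nearly all actives have a fitted effect of over 30% in size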
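50 nM RECQ1T1 preincubated 15 min with compound in Tris pH 8.0 buffer with MgCl2, DTT, Tween-20 and 2.5 ug/ml poly(dI-dC); started with 200 nM TAMRA/BHQ-2 forked duplex and 2 mM ATP. Unwinding read as fluorescence (525/598 nm), two reads 2 h apart.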
GoLoco inh red – inhibitors of human Gai1-RGS12 GoLoco interaction (red fluorophore) | P63096 | Gai1:RGS12 GoLoco peptide FP, rhodamine, 10 min | Potency, µM (titrated, usually from 61.6 µM), without a hit: top-dose activity, negative = inhibition, usual class: inhibitors | hit rate 0.44% among 230,000 | AID 880; active means well fitted inhibition curve with a large enough effect, not every such curve was filed as active; inactive means no such curve, though single readings can be large or run the other way; further: nearly all actives have a fitted effect of over 30% in size; many of its hits are not listed in these tables
TR SRC2 fluor cs – counter-screen for TRb-SRC2 inhibitors: fluorescence interference; AID 1479; hit rate 0.29% among 280,000; Potency, µM (doses to about 106 µM), inactives show at the top dose fluorescence change, negative = quenching; TRb/SRC2 Texas Red total fluorescence interference; active means well fitted curve in either direction with a large enough effect; inconclusive means small, poorly fitted or top-dose-only effect
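Flags fluorescent or light-absorbing compounds by total fluorescence, S + 2P, at 555 nm excitation and 632 nm emission. Mixture: 20 nM Texas Red SRC2 peptide, 0.6 uM human TRb LBD, 1 uM T3, 5% DMSO; compound exposure 5 h at ambient temperature.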
TRb-SRC2 inh – inhibitors of human thyroid hormone receptor beta-SRC2 interaction; AID 1469; P10828; Potency, µM (series often up to 106 µM), for the others: at the top dose activity change, negative = inhibition, most hits filed as inhibitors; hit rate 0.065% among 280,000; TRbeta-SRC2 peptide binding, fluorescence polarization; receptor liganded with 1 µM T3;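 further: plate controls were bound peptide for no effect and peptide without receptor for full effect; nearly all actives have a fitted effect of over 50% in size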
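Quantitative HTS by FP: 0.6 uM TRb LBD, 20 nM labeled SRC2 20-mer, 1 uM T3, 5% DMSO; 5 hr ambient incubation; % activity per concentration and potencies from concentration series.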
JMJD2E inh – JMJD2E (human) inhibition | B2RXH2 | Potency, µM (highest dose often 57.1 µM), for inactives: at the top dose activity change, negative = inhibition, hits mostly inhibitors | JMJD2E catalytic domain, FDH-coupled NADH fluorescence (FDH is formaldehyde dehydrogenase) | hit rate 1.6% among 230,000; active means well fitted inhibition curve with a large enough effect, not every such curve was filed as active; inconclusive means small, poorly fitted or top-dose-only effect, or another doubt; inactive means no such curve, though single readings can be large or run the other way;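 further: 0% = wells with enzyme and -100% = buffer wells without enzyme; nearly all actives have a fitted effect of over 50% in size; many of its hits are not listed in these tables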
L3MBTL1 block – blocks human L3MBTL1 | Potency, µM (series often up to 57.1 µM), for the others: at the top dose activity, negative = inhibition, actives largely listed as inhibitors | AlphaScreen L3MBTL1–H3K9me1 peptide binding | hit rate 0.66% among 230,000; further: nearly all actives have a fitted effect of over 60% in size
Target sequence (Q9Y468 whole entry, looked up): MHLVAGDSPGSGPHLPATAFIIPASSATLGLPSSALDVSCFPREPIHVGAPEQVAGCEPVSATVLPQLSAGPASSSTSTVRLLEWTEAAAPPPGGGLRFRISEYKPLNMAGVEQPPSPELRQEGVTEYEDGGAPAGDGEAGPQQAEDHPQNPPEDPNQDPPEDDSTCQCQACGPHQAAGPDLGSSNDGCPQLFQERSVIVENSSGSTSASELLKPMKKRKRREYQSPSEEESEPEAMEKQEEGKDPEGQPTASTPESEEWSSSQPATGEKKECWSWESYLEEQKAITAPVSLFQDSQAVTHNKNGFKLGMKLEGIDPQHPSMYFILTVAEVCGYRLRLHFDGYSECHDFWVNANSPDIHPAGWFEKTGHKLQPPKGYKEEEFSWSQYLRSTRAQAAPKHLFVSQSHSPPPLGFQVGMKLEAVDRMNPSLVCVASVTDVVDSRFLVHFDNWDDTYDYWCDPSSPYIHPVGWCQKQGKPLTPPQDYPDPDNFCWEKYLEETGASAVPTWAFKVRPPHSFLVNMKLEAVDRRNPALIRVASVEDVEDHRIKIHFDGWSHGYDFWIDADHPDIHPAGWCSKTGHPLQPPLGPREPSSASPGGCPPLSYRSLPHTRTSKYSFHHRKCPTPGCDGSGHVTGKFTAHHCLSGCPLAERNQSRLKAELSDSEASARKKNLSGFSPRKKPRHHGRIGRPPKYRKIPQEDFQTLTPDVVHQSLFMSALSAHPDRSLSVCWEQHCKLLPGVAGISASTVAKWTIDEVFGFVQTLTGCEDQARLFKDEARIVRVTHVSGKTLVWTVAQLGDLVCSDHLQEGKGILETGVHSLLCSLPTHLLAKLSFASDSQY
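Displacement of a biotinylated histone H3(1-15) peptide monomethylated at Lys9 (75 nM) from L3MBTL1 (50 nM) was measured by AlphaScreen after a 30 min room-temperature compound incubation; cefsulodin titration served as intraplate control.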
* hit, by the source's call; i = inactive; ? = inconclusive; · = not tested or not shown; [ ] = another dose, or the depositor's remark. Unless noted, the call rests on the fitted dose curve; in most records, active means well fitted curve in the direction sought with a large enough effect; inconclusive means small, poorly fitted or top-dose-only effect, or another doubt; inactive means no such curve, though single readings can be large; an effect the other way counts as inactive or inconclusive. Unless noted, on the % scale 0 is the no-effect control and ±100 the full control effect; potency means the concentration at half of the fitted maximal effect.

SMILES | Tau fibril FP | Tau ThT inhib | RECQ1 inh | GoLoco inh red | TR SRC2 fluor cs | TRb-SRC2 inh | JMJD2E inh | L3MBTL1 block
c1cncc(-c2nc3c(ccc4ccccc43)[nH]2)c1 | 1% | -17% | -8% | 10% | 1% | 6% | ? | -3%
CCOC(=O)Cc1nnc(NC(=O)C(CC)Sc2nnc3c4ccccc4n(C)c3n2)s1 (centres undefined) | -9% | -8% | i | -2% | -7% | -2% | 1% | -6%
Cc1ccc2c(CC(=O)OCc3nc(N)nc(Nc4ccccc4C)n3)coc2c1 | -13% | ? | i | 0% | 0% | -2% | 0% | -7%
COc1ccc2c(c1)c(CC(=O)O)c(C)n2C(=O)c1ccccc1 | -8% | 0% | 3% | 7% | -3% | 0% | 3% | ·
O=C(CNC(=O)c1cccc(F)c1)OCC(=O)N1CCN(C(=O)c2ccco2)CC1 | -2% | -3% | i | 1% | -2% | 0% | 1% | ·
C[C@H](NC(=O)Nc1ccc2c(c1)OCCO2)C(=O)O | 7% | -3% | -4% | -1% | -4% | 2% | 2% | 2%
CCOC(=O)c1cc(NC(=O)c2ccccc2)c(=O)oc1C(F)(F)F | -17% | 1% | i | 11% | -3% | 9% | -2% | -16%
Cn1c(NN)nc2sc3c(c2c1=O)CCC3 | -4% | ? | -17% | 18% | -4% | -3% | ? | ·
CCSc1sccc1C1C(C#N)=C(N)N(c2cccnc2)C2=C1C(=O)CCC2 (centres undefined) | -1% | 12% | -7% | 12% | 1% | -1% | -1% | -5%
Cc1ccc(CSc2nnc(-n3c(=O)c(C#N)cc4c(=O)n5cccc(C)c5nc43)s2)cc1 | 1% | -8% | · | · | -3% | 6% | · | ·
COCCn1c(CCC(=O)O)nc2c1c(=O)[nH]c(=O)n2CC(C)C | 5% | -1% | i | 2% | 2% | 2% | 3% | 0%
C/C(=N\NC(=O)c1nc(C)cc(C)n1)c1ccccc1 | 2% | -17% | -5% | 11% | 0% | -2% | -5% | ·
O=C(Nc1ccccc1F)C1CCCN(S(=O)(=O)c2ccccc2)C1 (centres undefined) | 3% | 6% | i | -5% | -5% | -3% | -2% | 3%
Cc1cc(NC(=O)c2cc(-c3ccc(Cl)cc3)on2)nn1Cc1ccc(Cl)cc1 | -3% | -6% | · | · | ? | -28%[53 µM] | · | ·
CN(CC(=O)Nc1cc([N+](=O)[O-])ccc1Cl)Cc1ccc(Br)cc1 | 10% | ? | -1% | -27% | -2% | -4% | -7% | -8%
Cc1ccccc1N1CCN(Cc2nc(Cc3ccccc3F)no2)CC1 | 3% | -16% | -6% | -8% | -1% | -6% | 4% | 23%
O=C(COc1ccccc1-c1nc(-c2ccccc2)no1)Nc1ccccc1[N+](=O)[O-] | 4% | -17% | · | · | -2% | 2% | · | ·
COc1cc(NS(=O)(=O)c2ccc3[nH]c(=O)[nH]c3c2)cc(OC)c1 | -12% | 2% | · | · | 0% | 7% | · | 0%
COc1ccc(-c2cn3c(n2)sc2cc(C(=O)NCCC4=CCCCC4)ccc23)cc1 | -7% | -5% | · | · | 1% | -1% | · | ·
CC1CCN(S(=O)(=O)c2ccc3c(c2)N(CC(=O)NCc2ccccc2Cl)C(=O)CS3)CC1 | -3% | 6% | · | · | -1% | 0% | · | ·

Rewritten as a markdown table: 3 of the compounds above
| SMILES | Tau fibril FP | Tau ThT inhib | RECQ1 inh | GoLoco inh red | TR SRC2 fluor cs | TRb-SRC2 inh | JMJD2E inh | L3MBTL1 block |
| --- | --- | --- | --- | --- | --- | --- | --- | --- |
| C/C(=N\NC(=O)c1nc(C)cc(C)n1)c1ccccc1 | 2% | -17% | -5% | 11% | 0% | -2% | -5% | · |
| Cc1cc(NC(=O)c2cc(-c3ccc(Cl)cc3)on2)nn1Cc1ccc(Cl)cc1 | -3% | -6% | · | · | ? | -28%[53 µM] | · | · |
| O=C(Nc1ccccc1F)C1CCCN(S(=O)(=O)c2ccccc2)C1 (centres undefined) | 3% | 6% | i | -5% | -5% | -3% | -2% | 3% |

Remaining list, next part.
SMILES | Tau fibril FP | Tau ThT inhib | RECQ1 inh | GoLoco inh red | TR SRC2 fluor cs | TRb-SRC2 inh | JMJD2E inh | L3MBTL1 block
Nn1c(SCC(=O)N2CCOCC2)nnc1-c1ccc(Cl)cc1Cl | -6% | -6% | -2% | 8% | -1% | -3% | 10% | 2%
O=C(CSc1cn(CCNC(=O)c2cccs2)c2ccccc12)NC1CCCCC1 | 8% | -15% | i | 7% | 1% | -5% | 6% | -11%
OC(COc1ccc(Cl)cc1)CN1CCN(c2cccc(Cl)c2)CC1 (centres undefined) | -1% | · | 35µM* | 3% | -2% | 9% | -3% | ·
CN(CC(=O)Nc1cccc(F)c1)S(=O)(=O)c1ccc2c(c1)n(C)c(=O)c(=O)n2C | 1% | 1% | · | · | 0% | -6% | · | ·
CCCN(CCC)C(=O)CSc1ncccc1C(=O)O | -1% | 3% | i | 3% | 0% | -7% | -10% | ?
COc1cccc(N2CC(NC(=O)c3ccc(S(=O)(=O)N4CCOCC4)cc3)CC2=O)c1 (centres undefined) | -7% | -5% | · | · | 0% | -1% | · | ·
CN(CC(=O)NC1CCCc2ccccc21)S(=O)(=O)c1ccc2c(c1)c(=O)n(C)c(=O)n2C (centres undefined) | 6% | -15% | -5% | 10% | -5% | -4% | 2% | ·
CCc1ccc(C(=O)NNc2cc(Cl)ccc2Cl)cc1 | -3% | -7% | i | -3% | -3% | 14% | -2% | 3%
CC(=O)c1c(N2CCN(c3ccc(F)cc3)CC2)nc(=S)n(-c2ccccc2)c1C | 0% | -5% | i | 3% | 2% | -4% | -1% | -3%
CCOC(=O)CCc1c(C)c(C#N)c2nc3ccccc3n2c1-n1ccnc1C | -4% | -7% | -15% | -3% | -3% | 0% | 0% | 2%
CCCOc1ccc(C(=O)C(CN2CCCC2)c2ccccc2)cc1 (centres undefined) | 7% | ? | -21% | 6% | 1% | -23% | 6% | -2%
Cc1ccc(-n2[nH]c(C)c(C=Nc3ccc(S(=O)(=O)Nc4nc(C)cc(C)n4)cc3)c2=O)c(C)c1 | 2% | -3% | -2% | -20% | -11% | 5% | 3% | 10%
C/C(=N\NC(=S)Nc1cc(S(=O)(=O)N2CCOCC2)ccc1Cl)c1ccc(N2CCOCC2)cc1 | 1% | ? | -6% | 8% | 1% | 0% | ? | -17%
Cc1ccc(NC(=O)Cn2c(=O)oc3cc(S(=O)(=O)N4CCCCC4)ccc32)c(C)c1 | -7% | 4% | · | · | 8% | 0% | · | ·
Cc1cnc(NS(=O)(=O)c2ccc(Cl)cc2)c(Br)c1 | -2% | -8% | -7% | 5% | -7% | 0% | 6% | 16%
COc1nc(N)nc(CC(=O)C2CC2)n1 | 0% | -2% | i | 2% | -3% | -5% | -2% | 8%
CCc1ccc(-c2csc(NC(=O)C3=NN(c4ccccc4)C(=O)CC3)n2)cc1 | 9% | -18% | i | -9% | 4% | 2% | -20% | -12%
COC(=O)c1sc2cccc(F)c2c1S(=O)(=O)Nc1ccc(C)cc1Cl | -5% | -9% | · | · | 2% | -3% | · | ·
O=C(NCc1ccccc1Cl)c1ccccc1NC(=O)c1nsc2ccccc12 | ? | 7% | · | · | -2% | 5% | · | ·
CC(C1CC1)N(C(=O)NC1CCS(=O)(=O)C1)c1ccccc1 (centres undefined) | 3% | -2% | i | 10% | -7% | -9% | -5% | 23%
Cc1ccc(S(=O)(=O)N/N=C/c2cccn2-c2ccc(Cl)cc2)cc1 | ? | ? | -12% | 16% | 3% | -2% | -21% | 0%
COCCNC(=S)N1CCN(Cc2cccc(OC)c2)CC1 | 3% | 3% | i | 12% | 0% | -1% | 4% | 10%
O=C(O)CCC(=O)Nc1ccc(Br)cn1 | -5% | -10% | -6% | · | -2% | -4% | -3% | 3%
Cc1onc(C(=O)N2C(C)CCCC2C)c1[N+](=O)[O-] (centres undefined) | 4% | -5% | 13% | 7% | 1% | -10% | 1% | -12%
COc1cc2c(cc1NC(=O)CCCCCN1C(=O)CCC1=O)oc1ccccc12 | 8% | -18% | i | 11% | -8% | -4% | -19% | ·
O=C(O)CSc1nc(-c2ccc(Cl)cc2)nc2c1oc1ccccc12 | 2% | ? | -5% | 6% | -4% | 0% | -4% | 0%
CC(C)c1ccc(CC(C)C2C3=C(CCCC3=O)OC3=C2C(=O)CCC3)cc1 (centres undefined) | ? | ? | -2% | -13% | -2% | 4% | -12% | ·
Nc1nnc(CSc2ccc(Cl)cc2)s1 | 4% | 8% | 12% | 5% | -4% | -13% | 3% | -6%
CC(NC(=O)C1CCC1)c1ccc(Cl)cc1 (centres undefined) | 3% | -4% | -1% | 9% | -2% | -14% | 5% | 0%
CN1CCN(CC(=O)NC23CC4CC(CC(C4)C2)C3)CC1 | -7% | · | 4% | 10% | 0% | -8% | ? | ·
Cc1ccc(Oc2nc3ccccc3n3c(C)nnc23)c(C)c1 | -3% | -3% | 0% | 9% | 0% | -1% | 12% | 9%
Cc1cc(C)c(NC(=O)COCc2cc(-c3cccs3)on2)c(C)c1 | -6% | -11% | · | · | 6% | -4% | · | ·
COc1ccc(-n2c(=O)c3c4c(sc3n(Cc3ccccc3C)c2=O)CCCC4)c(OC)c1 | -15% | -18% | · | · | 0% | -6% | · | ·
Cc1cnc(CN2CCCC(C(=O)c3ccc4c5c(cccc35)CC4)C2)[nH]1 (centres undefined) | 9% | ? | i | 34%[activator] | 2% | -8% | -3% | -29%
COc1cccc(-n2c(Cc3cc(=O)[nH]c(=O)[nH]3)nnc2SC(C)C)c1 | 10% | -13% | -2% | -13% | -2% | -3% | 4% | ·
O=C(NCc1ccc(F)cc1)c1cc2c(s1)CCCC2 | 3% | -12% | -27% | 2% | -1% | -6% | ? | ·
Cn1nnnc1SCc1nc2scc(-c3ccccc3)c2c(=O)[nH]1 | 8% | -10% | 10% | 13% | -3% | 1% | -4% | -2%
CCOC(=O)N1CCN(C(=O)c2ccc(OC)c(OC)c2)CC1 | 1% | -1% | -14% | 6% | 0% | 1% | -3% | 4%
CC[C@H]1C(c2ccccc2)=NN(c2ccccc2)[C@@H]1CO | ? | -19%[81.4 µM] | -15%[81.1 µM] | 9%[88.7 µM] | 0% | 3% | · | ·
O=C(CSc1nc2c(sc3ccccc32)c(=O)n1CCCN1CCCC1)NCc1ccccc1 | 0% | ? | -10% | 11% | 0% | -2% | ? | -6%

Not all compounds are listed, so the mix of outcomes need not match the whole.
